Screens from PubChem.
EP2 modulator – EP2 receptor (human) modulation; P43116; EP2-expressing cells, cAMP HTRF FRET, PGE2 co-stimulation; induction, % at 25 µM; 260,000 compounds, 0.83% hits; AID 940;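 active means compounds whose cAMP rise, as percent of the full-agonist control response, exceeds 60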;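 further: rat C6 glioma line stably carrying human EP2 under a CMV promoter; the protocol text gives 20 µM as final concentration; 100% = response of wells given 1 µM PGE2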
Target sequence (P43116 whole entry, looked up): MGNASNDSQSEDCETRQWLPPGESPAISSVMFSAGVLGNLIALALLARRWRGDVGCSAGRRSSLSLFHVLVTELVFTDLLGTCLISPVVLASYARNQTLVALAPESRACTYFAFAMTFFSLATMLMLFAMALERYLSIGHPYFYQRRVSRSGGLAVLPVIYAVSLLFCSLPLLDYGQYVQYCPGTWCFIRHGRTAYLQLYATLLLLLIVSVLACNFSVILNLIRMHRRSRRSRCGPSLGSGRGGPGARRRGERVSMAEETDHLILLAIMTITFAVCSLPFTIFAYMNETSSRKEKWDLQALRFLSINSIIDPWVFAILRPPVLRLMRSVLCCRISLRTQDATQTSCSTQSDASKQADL
PERK inh – human PERK inhibition, primary cell-based screen; AID 1416; inhibition, % at 5.6 µM; 220,000 compounds, 0.17% hits; CHO PERK-DD fusion, SEAP luminescence translation reporter; Q9NZJ5;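 active means inhibition above the mean inhibition of all tested compounds plus 3 SD, set separately per screening campaign, cut at about 2.9% in these data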;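 further: PERK kinase domain activated by AP20187 dimerizer at 100 nM; 0% = DMSO with dimerizer and 100% = rapamycin at 8.4 µM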
S1P4 antag – human S1P4 receptor antagonism; AID 1510; 220,000 compounds, 0.26% hits; inhibition, % at 4.98 µM; S1P4-expressing cells, antagonist mode, reporter read-out; O95977; in the data active means inhibition above about 29%;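 further: 0% = wells stimulated with agonist and 100% = vehicle wells without agonist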
Target sequence (O95977 whole entry, looked up): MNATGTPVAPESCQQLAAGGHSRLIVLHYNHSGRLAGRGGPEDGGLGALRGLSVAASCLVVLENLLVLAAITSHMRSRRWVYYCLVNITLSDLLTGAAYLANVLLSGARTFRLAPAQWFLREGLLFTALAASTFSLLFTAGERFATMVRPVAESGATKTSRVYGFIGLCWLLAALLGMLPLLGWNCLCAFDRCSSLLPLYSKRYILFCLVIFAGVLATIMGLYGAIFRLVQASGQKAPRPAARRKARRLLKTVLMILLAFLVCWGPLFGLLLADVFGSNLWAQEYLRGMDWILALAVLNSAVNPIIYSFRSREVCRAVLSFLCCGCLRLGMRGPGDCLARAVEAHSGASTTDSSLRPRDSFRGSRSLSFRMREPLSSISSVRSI
BaF3 parental – reduces parental Ba/F3 cell viability, JAK2V617F counter-screen | CellTiter-Glo ATP luminescence | inhibition, % at 5.6 µM | 220,000 compounds, 1.1% hits | AID 1486;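 active means inhibition above a per-campaign cutoff, the mean inhibition of all tested compounds plus 3 SD, cut at about 27% in these data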;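 further: 0% = DMSO wells and 100% = JAK Inhibitor I control wells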
TRPML3 ag – agonists of human TRPML3 channel | Q8TDD5 | HEK293 TRPML3-YFP, Fluo-8 calcium fluorescence; 100% = the carbachol control signal | activation, % at 3 µM | 220,000 compounds, 0.29% hits | AID 1448;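 active means activation above its plate's cutoff, the mean activation of the plate's test wells plus 3 SD, cut at about 12% in these data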;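 further: 0% = DMSO only wells and 100% = carbachol wells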
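Material: TRPML3-YFP stable HEK293 cells | Dosing: One concentration, 3 µM nominal, 0.3% DMSO | Timing: 125 s total fluorescence read per well | Technique: Fluo-8 calcium dye fluorescence, ex 470-495, em 515-575 nm | Measure: Percent activation from peak-to-basal fluorescence ratio, scaled between DMSO and carbachol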
S1P4 agonist – activates the human S1P4 receptor. O95977. activation, % at 4.98 µM. S1P4-expressing cell line, agonist reporter assay. AID 1509. 220,000 compounds, 0.35% hits; in the data active means activation above about 11%;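 further: 0% = DMSO vehicle and 100% = reference agonist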
zfTRPN1 agonist – agonists of zebrafish TRPN1 channel. HEK293 zebrafish TRPN1-YFP, Fluo-8 calcium fluorescence; 100% = response to 87 µM carbachol. activation, % at 3 µM. 220,000 compounds, 0.18% hits;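 active means activation above its plate's cutoff, the mean activation of test wells on that plate plus 3 SD, cut at about 19% in these data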;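 further: 0% = DMSO alone and 100% = 87 µM carbachol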
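System: zebrafish TRPN1-YFP in HEK293 cells / Dosing: 3 µM single point / Timing: dye loading 1 h at 37 °C, then 30 min room temperature / Signal: Fluo-8 calcium fluorescence, excitation 470-495 nm, emission 515-575 nm / Read-out basis: percent activation from peak over basal fluorescence ratio, control-normalized / Control set: high carbachol 87 µM, low DMSO alone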
Calpain2 inh – inhibitors of pig calpain II | purified calpain II, fluorogenic peptide substrate, 30 min | inhibition, % at 16 µM | 220,000 compounds, 0.37% hits | AID 1236;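 active means inhibition above about 50%, limit read from the data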
Ba/F3 V617F tox – reduce viability of Ba/F3 cells dependent on JAK2V617F | Ba/F3 EpoR-JAK2V617F viability, ATP luminescence | inhibition, % at 5.6 µM | 220,000 compounds, 1.1% hits | AID 1446;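 active means inhibition above the campaign mean plus 3 SD over all tested compounds, cut at about 24% in these data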;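 further: cytokine-independent growth of Ba/F3 cells driven by EpoR plus mutant JAK2; 0% = DMSO-treated cells and 100% = JAK inhibitor I control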
Numbers without * were called inactive; · = no result given; ! = a repeat was not active.

#1 Cc1ccc(C(=O)N2c3ccccc3CC2C)o1 (stereo not given)
#2 CN(C)c1ccc(C(=S)N2CCN(Cc3ccccc3)CC2)cc1
#3 CNC(=O)Cc1nc2ccccc2n1CC(=O)Nc1cc(C)cc(C)c1
#4 Cc1ccc2[nH]c(SCC(=O)N3CCOCC3)nc2c1C
#5 Cc1nn(C)cc1/C=N/NC(=S)Nc1ccc(Cl)cc1Cl
#6 Cc1cc(-c2n[nH]c(=S)n2-c2ccccc2C)cs1
#7 N#Cc1ccc(OCC(=O)N/N=C2/CC(c3ccccc3)Oc3ccccc32)cc1 (stereo not given)
#8 O=C(NCc1ccccc1)c1ccc(Br)o1
#9 O=C(Cn1cccc1C(=O)c1ccccc1)NCCCN1CCOCC1
#10 O=S(=O)(NCCc1ccc2c(c1)OCCO2)c1cccs1
Compound	1	2	3	4	5	6	7	8	9	10
EP2 modulator	-26	-25	14	-16	-10	8	11	16	36	-21
PERK inh	-0.5	0.0	-0.4	-1.4	-0.4	1.2	0.4	0.6	2.3	0.3
S1P4 antag	-2	-10	-4	1	-89	6	2	-7	8	-15
BaF3 parental	9	0	7	4	-2	6	1	8	2	1
TRPML3 ag	-0.7	0.3	0.0	1.2	0.8	0.5	0.8	0.4	0.2	-0.5
S1P4 agonist	-0.6	1.3	0.5	0.9	15*	0.9	-0.2	1.9	1.2	1.6
zfTRPN1 agonist	-1.5	-1.2	-0.2	1.6	0.2	0.4	-1.4	1.6	-0.8	-1.0
Calpain2 inh	23	11	-20	-5	11	-14	-9	-20	-12	-30
Ba/F3 V617F tox	7	-3	0	1	2	1	-4	-1	-1	1

#11 CCCCNC(=O)N1c2ccccc2CC1C (stereo not given)
#12 Cc1c(C(=O)N2CC(C)OC(C)C2)oc2ccccc12 (stereo not given)
#13 O=c1[nH]nc(N2CCOCC2)c(=O)[nH]1
#14 O=C(CNC(=O)C(c1ccccc1)c1ccccc1)N/N=C/c1ccc(O)c([N+](=O)[O-])c1
#15 O=C(O)CN1C(=O)SC(Nc2ccccc2)C1=O (stereo not given)
#16 CCn1nc(C)c([N+](=O)[O-])c1C(=O)NNC(=O)c1ccc(Cl)cc1
#17 COc1cccc(C(=O)Oc2c(Br)cc(Br)cc2/C=N/NC(=O)c2cc(C)[nH]n2)c1
#18 CCN(CC)S(=O)(=O)c1ccc(NC(=O)C(C)N(c2ccccc2)S(C)(=O)=O)cc1 (stereo not given)
#19 CCOC(=O)c1ccc(S(=O)(=O)N2CCN(C(=O)c3nn(C)c(=O)c4ccccc34)CC2)cc1
#20 Cc1ccc(NS(=O)(=O)c2ccc(/C=C/C(=O)O)cc2)cc1Cl
Compound	11	12	13	14	15	16	17	18	19	20
EP2 modulator	19	19	2	16	5	15	-7	-14	-8	-30
PERK inh	0.3	0.5	0.3	0.6	1.0	-1.0	-1.1	-0.5	-0.1	0.8
S1P4 antag	5	-6	5	-33	-2	10	12	-8	-19	-10
BaF3 parental	3	9	1	2	4	-5	8	0	4	5
TRPML3 ag	0.3	-0.2	0.6	0.2	0.3	0.7	-0.5	0.7	-0.3	-0.3
S1P4 agonist	2.6	-0.5	-0.1	1.6	0.6	1.0	0.2	0.8	0.6	0.8
zfTRPN1 agonist	0.0	0.9	0.0	0.2	-1.4	0.7	0.3	-0.1	-2.1	0.5
Calpain2 inh	2	-17	-11	13	-7	13	-100	-1	-5	-8
Ba/F3 V617F tox	-1	0	-4	-4	-1	-1	5	-2	0	3

#21 O=C(c1ccco1)N(CCC(c1ccccc1)c1ccco1)Cc1ccccc1 (stereo not given)
#22 Cc1onc(-c2ccccc2Cl)c1C(=O)NCCN1Cc2ccccc2C1=O
#23 CCOc1ccc(OCCSc2nc3ccccc3[nH]2)cc1
#24 O=C(CCn1cccc1)Nc1nccs1
#25 CCOC(=O)C1CCCN(C(=O)c2ccc3c(c2)OCO3)C1 (stereo not given)
#26 Oc1c(Br)cc(/C=N/NC(=S)NCC2CCCO2)cc1Br (stereo not given)
#27 CCc1ccc2[nH]c(=O)c(C(c3nnnn3CC3CCCO3)N3CCCc4ccccc43)cc2c1 (stereo not given)
#28 Cc1[nH]nc(NNC(=O)c2ccccc2)c1[N+](=O)[O-]
#29 Cc1ccc(Cl)cc1NC(=O)COC(=O)CC1CC2CCC1C2 (stereo not given)
#30 CC(C)Sc1nnc(Nc2ccccc2)s1
Compound	21	22	23	24	25	26	27	28	29	30
EP2 modulator	48	19	-80	6	-12	-4	77*!	9	0	-12
PERK inh	-0.4	-0.5	0.1	1.5	0.5	-0.3	0.3	0.2	0.8	0.5
S1P4 antag	-14	-5	-11	-8	-20	0	-9	3	1	-7
BaF3 parental	7	7	6	5	2	-3	3	-5	6	2
TRPML3 ag	0.2	0.7	0.9	-0.5	0.5	1.9	-0.3	-0.1	-0.8	-0.2
S1P4 agonist	0.4	0.3	0.1	0.7	-2.2	0.5	1.8	-0.4	-0.2	-2.7
zfTRPN1 agonist	-1.3	-0.9	0.9	0.8	-0.7	2.6	-0.1	1.7	-1.0	-1.3
Calpain2 inh	15	1	1	0	8	-21	-30	-8	-20	-2
Ba/F3 V617F tox	0	-2	1	1	-1	0	0	0	-1	-5

Exported with two lines to a compound: entries from further up.
Screens in order – EP2 modulator, PERK inh, S1P4 antag, BaF3 parental, TRPML3 ag, S1P4 agonist, zfTRPN1 agonist, Calpain2 inh, Ba/F3 V617F tox
23: CCOc1ccc(OCCSc2nc3ccccc3[nH]2)cc1
    -80, 0.1, -11, 6, 0.9, 0.1, 0.9, 1, 1
24: O=C(CCn1cccc1)Nc1nccs1
    6, 1.5, -8, 5, -0.5, 0.7, 0.8, 0, 1
25: CCOC(=O)C1CCCN(C(=O)c2ccc3c(c2)OCO3)C1 (stereo not given)
    -12, 0.5, -20, 2, 0.5, -2.2, -0.7, 8, -1
26: Oc1c(Br)cc(/C=N/NC(=S)NCC2CCCO2)cc1Br (stereo not given)
    -4, -0.3, 0, -3, 1.9, 0.5, 2.6, -21, 0
27: CCc1ccc2[nH]c(=O)c(C(c3nnnn3CC3CCCO3)N3CCCc4ccccc43)cc2c1 (stereo not given)
    77*!, 0.3, -9, 3, -0.3, 1.8, -0.1, -30, 0

New compounds follow
#31 CCCCc1nnc(NC(=O)CSc2nc(=O)cc(N)n2-c2cccc(C)c2)s1
#32 Cc1ccc(S(=O)(=O)N2CCN(c3ccc([N+](=O)[O-])cn3)CC2)cc1
#33 CCC(C(=O)OCC(=O)NC(=O)NC(C)(C)C)c1ccccc1 (stereo not given)
#34 CC1=Nc2ccc(C)c3nc(C)cc(c23)N1c1ccc(C)cc1
#35 COC(=O)CCc1c(C)c(C(=O)c2ccco2)c2ccccn12
#36 c1coc(CNc2nc3ccccc3n2CCN2CCOCC2)c1
#37 Cc1cc(Oc2ccc(=O)n(C)n2)nc(SCC(N)=O)n1
#38 Clc1ccc(-c2cn3c(n2)CCC3)cc1
#39 COc1ccccc1C1NC(=O)NC(C)=C1C(=O)OC1CCCCC1 (stereo not given)
#40 N#Cc1c(Nc2ccccc2)c(/C=N/NCCO)c[nH]c1=O
Compound	31	32	33	34	35	36	37	38	39	40
EP2 modulator	-17	-9	-2	25	7	-9	22	-13	42	26
PERK inh	-0.6	1.4	0.4	-1.0	0.8	-0.6	1.1	-1.4	-1.3	0.6
S1P4 antag	-2	1	-13	-25	10	-15	20	-26	-16	-8
BaF3 parental	3	1	-1	1	0	0	0	4	1	0
TRPML3 ag	0.3	0.8	-0.9	0.2	-0.6	-0.3	0.8	1.6	0.0	0.8
S1P4 agonist	1.2	1.7	4.0	0.8	0.2	-4.6	0.0	0.9	1.4	1.5
zfTRPN1 agonist	0.1	-0.5	-1.9	-1.4	1.0	-1.3	0.6	1.8	2.9	1.7
Calpain2 inh	5	-21	36	-417	27	-14	-16	-17	10	-30
Ba/F3 V617F tox	1	-4	-2	0	-2	-5	-5	-2	0	-4

#41 COc1ccc(C(=O)Nc2ccccc2N2CCOCC2)cc1Br
#42 COc1ccc(C(C(=O)NC2CCCC2)N(Cc2ccccc2)C(=O)c2nsc(Cl)c2Cl)cc1 (stereo not given)
#43 CCCNC(=O)N1CCN(S(=O)(=O)c2ccc(C)c(C)c2)CC1
#44 Cc1cccc(NC(=S)N(CCCN2CCOCC2)C(C)c2cc3ccccc3o2)c1C (stereo not given)
#45 O=C(Nc1cccc(Cl)c1)c1ccc(Cn2cc(Cl)cn2)cc1
#46 CCCn1c(SCC(=O)Nc2nc(C)cs2)nnc1-c1cccnc1
#47 COc1ccc(Cc2noc(CN(C)CC(O)c3ccccc3)n2)cc1OC (stereo not given)
#48 CCCCN(CCCC)C(=O)C1CC=CCC1C(=O)O (stereo not given)
#49 O=C1CC(N2CCN(S(=O)(=O)c3ccc(Cl)cc3)CC2)C(=O)N1CCc1ccccc1 (stereo not given)
#50 CCCCN(CC(=O)Nc1c(C)cccc1CC)C(=O)SCC
Compound	41	42	43	44	45	46	47	48	49	50
EP2 modulator	·	52	·	24	-8	14	3	31	4	26
PERK inh	0.6	-1.4	0.3	0.7	0.1	-0.1	1.4	1.3	-0.2	-1.7
S1P4 antag	12	-26	11	2	-17	-10	-4	-4	-7	-14
BaF3 parental	0	6	3	7	7	7	-2	4	5	5
TRPML3 ag	0.7	17*	0.4	1.0	0.8	0.4	1.3	0.2	0.3	-0.2
S1P4 agonist	-1.7	-0.1	-2.6	-0.7	0.3	-0.9	0.5	-0.7	-0.6	-4.5
zfTRPN1 agonist	0.2	-1.5	-1.5	-0.6	2.1	0.8	0.4	0.4	1.8	-1.6
Calpain2 inh	·	7	·	-18	21	11	-6	-23	0	-18
Ba/F3 V617F tox	-6	3	-2	1	4	5	-1	-1	-1	-1

#51 Cc1oc(-c2ccccc2)nc1CC(=O)O
#52 CC(=O)Nc1nc(C)c(CCCOc2ccc([N+](=O)[O-])cc2)c(=O)[nH]1
#53 O=C(Nc1ccccc1)N1CCN(S(=O)(=O)c2ccccc2)CC1
#54 CCOC(CNC(=O)Cn1nc(C)c2ccccc21)OCC
#55 CC1=C/C(=N\NC(=O)c2cccs2)CC(C)(C)C1
#56 COc1cc(OC)cc(C(=O)N[C@H](C(=O)OCC(=O)c2ccc(F)cc2)C(C)C)c1
Compound	51	52	53	54	55	56
EP2 modulator	19	-22	-14	0	14	31
PERK inh	0.7	-0.1	1.0	1.6	0.4	-0.5
S1P4 antag	-15	12	-19	-6	-8	-8
BaF3 parental	6	2	3	1	4	8
TRPML3 ag	0.6	1.2	0.6	1.1	0.6	-1.0
S1P4 agonist	-0.1	1.6	1.6	1.8	0.7	0.0
zfTRPN1 agonist	1.4	-0.2	-0.2	0.8	0.1	-2.5
Calpain2 inh	10	13	-16	-34	-23	-27
Ba/F3 V617F tox	-2	0	1	-3	-1	2
